hcGAS lum = inhibitors of human cGAS; inhibition, % at 12.5 µM; AID 1259398; hit rate 0.081% among 290,000; recombinant h-cGAS, ATP depletion, Kinase-Glo luminescence; Q8N884;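 also: 0% = vehicle reaction and 100% = reaction without DNA for no activity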
Target sequence (Q8N884 whole entry, looked up): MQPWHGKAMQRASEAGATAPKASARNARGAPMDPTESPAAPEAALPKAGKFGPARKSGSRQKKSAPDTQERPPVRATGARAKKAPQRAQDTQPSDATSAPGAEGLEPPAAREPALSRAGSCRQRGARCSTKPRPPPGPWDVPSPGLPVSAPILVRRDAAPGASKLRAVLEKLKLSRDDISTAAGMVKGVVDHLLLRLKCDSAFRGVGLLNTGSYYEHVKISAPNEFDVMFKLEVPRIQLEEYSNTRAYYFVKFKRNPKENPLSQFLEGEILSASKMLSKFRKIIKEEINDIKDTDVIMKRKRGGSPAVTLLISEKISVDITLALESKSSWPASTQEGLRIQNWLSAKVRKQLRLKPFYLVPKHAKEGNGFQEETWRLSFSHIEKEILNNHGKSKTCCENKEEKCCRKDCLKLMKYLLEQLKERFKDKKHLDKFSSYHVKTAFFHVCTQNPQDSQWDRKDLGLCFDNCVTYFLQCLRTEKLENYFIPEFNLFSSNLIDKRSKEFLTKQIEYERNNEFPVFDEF
mcGAS lum = inhibitors of mouse cGAS | recombinant cGAS, Kinase-Glo ATP depletion luminescence | inhibition, % at 12.5 µM | hit rate 0.15% among 160,000;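 also: 0% = negative control wells and 100% = reference inhibitor with no enzyme activity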
NPYLR7 ag = mosquito NPYLR7 agonism; AID 1259423; activation, % at 10 µM; hit rate 0.15% among 270,000; HEK293T NPYLR7/Galpha15, GCaMP6s calcium fluorescence; in the data active = activation above about 40%;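 also: 0% = vehicle and 100% = reference agonist at the receptor; some compounds past the cut are filed as inactive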
* marks the source's active call; other numbers are inactive results; . = not tested or not shown; & = joins results of further samples. Rule as the data show it, unless noted: active = inhibition above about 40%; inactive = the rest.

#	canonical_smiles	hcGAS lum	mcGAS lum	NPYLR7 ag
1	O=C(CCN1CCCC1c1ccccc1)NC1CCCC1 (stereo not given)	-6	.	2
2	CC(C(=O)Nc1nccs1)N(C)CC1(CO)CCOCC1 (stereo not given)	-20	-7	.
3	COc1ccc(Nc2cc(C)nc3cc(C(F)(F)F)ccc23)cc1OC	-7	-5	8
4	N#C/C(=C\c1ccc(N2CCCCC2)c([N+](=O)[O-])c1)c1nn(-c2ccccc2)c(N)c1C#N	-6	.	0
5	COCCNC(=O)CCC1CCN(C(=O)c2cccc(-c3ncc[nH]3)c2)CC1	-5	.	13
6	Cc1cccc(CO[C@]2(C(=O)NCCCn3ccnc3)CC(OCc3cccc(C(F)(F)F)c3)[C@H](O)[C@H](O)C2)c1 (stereo not given in full)	-9	-5	4
7	Cc1ccnc(NC(=O)c2cc(Cl)c[nH]2)c1	-8	.	3
8	O=C1CCCN1CCCn1cnc(-c2ccccc2)c1-c1ncc[nH]1	-7	.	20
9	COc1ccccc1OCC1c2ccsc2CCN1C(=O)CN(C(=O)C1CCCC1)C1CC1 (stereo not given)	-7	-7	-4
10	O=S(=O)(c1cccnc1)N1CCN(c2ncnc3c2nnn3-c2ccccc2)CC1	-2	-5	-6
11	Cc1cc(C(=O)N2CCCCC2CCOc2ccc(CN(C)Cc3cccs3)cc2)n(C)n1 (stereo not given)	-14	.	12
12	COc1ccc(C(=O)c2c(N)c(C(=O)Nc3ccc(C)cc3C)c3ccccn23)cc1	-4	-7	-6
13	NC1CCCN(C(=O)CCc2nc(-c3cccnc3)no2)CC1 (stereo not given)	-3	-8	4
14	CCCCCN(Cc1cccn1Cc1cccc(C(F)(F)F)c1)C(=O)CN(CC)C(=O)c1ccc2c(c1)OCO2	-5	-5	.
15	Nc1cccc(Cl)c1Sc1ccccn1	-7	-15	14
16	O=C(c1cccc(-n2cccc2)c1)N1CCN(C(=O)c2ccco2)CC1	-2	.	11
17	Cc1ccccc1CN1CCC(CN(CC2CCCO2)C(=O)c2ocnc2C)CC1 (stereo not given)	-7	.	12
18	CCOc1ccccc1NC(=O)CC(=O)N1CCCC1c1nc(C)no1 (stereo not given)	-4	.	13
19	O=S1(=O)NC2(CCN(Cc3ccc(Cl)s3)CC2)Nc2ccccc21	-3	.	0
20	C=CCNC(=O)c1ccccc1N1CCC(NC(=O)c2ccc(Cl)cc2Cl)CC1	-3	-5	0

The list goes on, overlapping the part above by 2 compounds.
#	canonical_smiles	hcGAS lum	mcGAS lum	NPYLR7 ag
19	O=S1(=O)NC2(CCN(Cc3ccc(Cl)s3)CC2)Nc2ccccc21	-3	.	0
20	C=CCNC(=O)c1ccccc1N1CCC(NC(=O)c2ccc(Cl)cc2Cl)CC1	-3	-5	0
21	COCCN(Cc1cc(NC(=O)COC)ccc1N(C)C)C(=O)C1CC1	-8	-5	25
22	CC1CCCCN1c1nn2cc(C(C)(C)C)nc2s1 (stereo not given)	-1	-18	3
23	CN(Cc1nc(C(c2ccccc2)c2ccccc2)no1)CC1Cc2ccccc2O1 (stereo not given)	-2	-2	6
24	O=C(c1ccc2c(c1)OCO2)N1CCCC(OCc2cccc(Cl)c2)C1 (stereo not given)	1	1	-5
25	O=C(N1CCN(Cc2nnnn2-c2cccc(F)c2)CC1)C12CC3CC(CC(C3)C1)C2	-11	-9	-1
26	Cc1sc(NC(=O)c2ccco2)c(CN2CCN(c3ccccn3)CC2)c1C	4	.	-3
27	COc1cccc(-c2nc(COC(=O)c3nnn(-c4ccc(C)c(C)c4)c3C)c(C)o2)c1OC	-7	-11	0
28	Cn1cnnc1SCC(=O)Nc1nonc1-n1cccc1	-9	.	0
29	CCCn1cc(CN2CCN3CCN(C)CC3C2)c(C)n1 (stereo not given)	2	1	-5
30	CN(Cc1cc(C(C)(C)C)n[nH]1)c1nc(-c2cccnc2)nc2c1CCNC2	-3	-11	.
31	COc1cc2c(cc1OC)CN(C(=O)c1cn(CC3CCCO3)nn1)CC2 (stereo not given)	-3	.	3
32	O=C(c1cccn2c(=O)c3c4c(sc3nc12)CCCC4)N1CCOCC1	1	.	-3
33	c1cnc(Sc2ccc3ccccc3c2)nc1	-5	.	10
34	COCCNC(=O)c1ccc(-n2nc(C)cc2C)cc1	-3	-2	-8
35	CO[C@@H]1CN(c2ccccc2)S(=O)(=O)[C@@]12CCN(S(C)(=O)=O)C2	2	-5	5
36	CCCCNC(=O)c1csc(CN(CCCC)C(=O)Nc2ccccc2OCC)n1	-11	-6	2
37	CN1CC2(CCN(C(=O)CCn3cnc4ccccc4c3=O)C2)OC1=O (stereo not given)	-2	.	0
38	Cn1c(=O)[nH]c(=O)c2c1nc(Br)n2CCSc1nc2ccccc2o1	-6	.	14
39	COc1ccc(-c2cccc(-n3cncc3C(=O)NCCCSC)c2)cc1OC	-7	-6	4
40	COc1ccc(-c2ccc(C(=O)NC(C)c3ccc(Br)cc3)s2)c(OC)c1OC (stereo not given)	-6	-8	4

Fetched by structure from the list above, 5 records:
#	canonical_smiles	hcGAS lum	mcGAS lum	NPYLR7 ag
33	c1cnc(Sc2ccc3ccccc3c2)nc1	-5	.	10
37	CN1CC2(CCN(C(=O)CCn3cnc4ccccc4c3=O)C2)OC1=O (stereo not given)	-2	.	0
31	COc1cc2c(cc1OC)CN(C(=O)c1cn(CC3CCCO3)nn1)CC2 (stereo not given)	-3	.	3
36	CCCCNC(=O)c1csc(CN(CCCC)C(=O)Nc2ccccc2OCC)n1	-11	-6	2
35	CO[C@@H]1CN(c2ccccc2)S(=O)(=O)[C@@]12CCN(S(C)(=O)=O)C2	2	-5	5

More results
#	canonical_smiles	hcGAS lum	mcGAS lum	NPYLR7 ag
41	Cc1ccc(C)c(NC(=O)c2cccn(OCc3cccc(Cl)c3)c2=O)c1	-6	-6	14
42	Cc1cc(C)c(-c2c(O)c3c(n(C)c2=O)CC(C)(C)CC3=O)c(C)c1	-3	.	5
43	CCN(CC(C)C(=O)OC)c1ccnc(-c2ccccc2)n1 (stereo not given)	-13	.	-1
44	O=[N+]([O-])c1ccccc1Oc1ccc(Br)cc1Br	1	.	3
45	O=S1(=O)OC(c2ccc(O)cc2)(c2ccc(O)cc2)c2ccccc21	-8	.	0
46	Cc1ccc(S(=O)(=O)N2CCOCC2)cc1NC(=O)CCC1CCCCC1	-7	-7	10
47	Clc1ccccc1N1CCN(c2nc(-c3ccccc3)c3cc(Br)ccc3n2)CC1	0	-3	-6
48	O=S1(=O)c2ccccc2NC(c2ccccc2Br)N1Cc1ccccc1 (stereo not given)	-8	.	-1
49	CC(C)(C)N=S1OC(c2ccccc2)c2ccccc21 (stereo not given)	1	.	4
50	Cc1csc(SCc2cc(=O)c(OC(=O)Cc3ccc(F)cc3)co2)n1	-8	-6	-2

The last 2 records of the part before lead into the next:
#	canonical_smiles	hcGAS lum	mcGAS lum	NPYLR7 ag
49	CC(C)(C)N=S1OC(c2ccccc2)c2ccccc21 (stereo not given)	1	.	4
50	Cc1csc(SCc2cc(=O)c(OC(=O)Cc3ccc(F)cc3)co2)n1	-8	-6	-2
51	O=C(CCc1nc(-c2ccccn2)no1)NC1CCSc2ccccc21 (stereo not given)	-12	.	-8
52	CCOC(C)c1ccc(-c2nccc(OC)n2)cc1 (stereo not given)	-6	.	-1
53	CC1(C(=O)NS(=O)(=O)c2cccc(OC(F)F)c2)CCN1C(=O)C1(c2ccccc2)CCCC1 (stereo not given)	-8	.	6
54	Fc1ccc(C2CCCN2Cc2nc(Cc3ccccc3F)no2)cc1 (stereo not given)	-1	-4	-2
55	Cc1ccc(-n2c(SCc3ccc(C#N)cc3)nnc2-c2ccccc2F)cc1	-4	-5	.
56	CC(C)(C)c1cnc(CN2CCC(NC(=O)CC3CCCC3)CC2)o1	-5	-15	-2
57	COc1ccc(CC(=O)N=Nc2c(O)n(CN(C)C)c3ccccc23)cc1	-7	-6	-1
58	O=C(CNc1ccc(F)cc1)N1CCN(S(=O)(=O)c2ccc3ccccc3c2)CC1	-5	-6	2
59	Cc1ccc(S(=O)(=O)NC(=O)C2(C)CCN2C(=O)CCc2ccc(Cl)cc2Cl)cc1 (stereo not given)	5	.	7
60	CCN(C)c1cc(Oc2ccc(F)cc2Cl)ncn1	3	1	-1

Single values from the entries so far.
hcGAS lum with `O=C(CCc1nc(-c2ccccn2)no1)NC1CCSc2ccccc21` (stereo not given) stands at -12
hcGAS lum with `Cc1ccc(S(=O)(=O)NC(=O)C2(C)CCN2C(=O)CCc2ccc(Cl)cc2Cl)cc1` (stereo not given) stands at 5
mcGAS lum with `CC(C)(C)c1cnc(CN2CCC(NC(=O)CC3CCCC3)CC2)o1` stands at -15
mcGAS lum with `Cc1ccc(-n2c(SCc3ccc(C#N)cc3)nnc2-c2ccccc2F)cc1` stands at -5

Next section:
#	canonical_smiles	hcGAS lum	mcGAS lum	NPYLR7 ag
61	Oc1ccc(C23CC4CC(CC(C4)C2)C3)cc1Br	-1	-4	3
62	CC(=O)Nc1ccc(CN2C(=O)CON=C2c2ccc(F)cc2)cc1	0	.	7
63	O=C(N1CCC(n2cccc2)CC1)C1(c2cccc(C(F)(F)F)c2)CCCC1	2	.	-6
64	CCOC(=O)c1c(C)n(O)c2ccccc2c1=O	-1	.	-3
65	CC(C)CC1=NN2C(=N)/C(=C/c3ccc(C(C)C)cc3)C(=O)N=C2S1	-17	-3	0
66	CCCN1CCC(C)(C(=O)Nc2cnc3ccccc3c2)C1 (stereo not given)	-5	.	1
67	COC(=O)C1C(=O)OC(C)(C)C1C(C)C(=O)c1ccc(C)cc1C (stereo not given)	-7	.	0
68	CC1(C)CCCC2=C1CC1C(=O)NC(=O)C1C2 (stereo not given)	5	2	-10
69	CC(=O)c1ccc(N2CCN(C(=O)C3CCCCC3C(=O)N3CCc4c([nH]c5ccccc45)C3)CC2)cc1 (stereo not given)	-2	.	-16
70	C=CCOc1c(Br)cc(/C=N\NC(=O)COc2nc(C)c(Br)c(COC)c2C#N)cc1OC	-3	0	-4
71	Cc1nnc(SCC(=O)Nc2ccc([N+](=O)[O-])cc2)n(N)c1=O	-4	.	-4
72	Cc1nc2c(=O)[nH]nc(-c3ccccc3)c2s1	-11	.	-11
73	O=C(C1CC=CCC1)N1CCN(Cc2ccc(-c3noc(-c4cccc(C(F)(F)F)c4)n3)cc2)CC1 (stereo not given)	-4	-7	-5
74	COc1ccc(CCN(Cc2ccc(C)o2)C(=O)CN(CCN2CCOCC2)C(=O)c2ccccc2C)cc1OC	-1	-3	-4
75	COCCCN(Cc1csc(COc2cc(C)cc(C)c2)n1)C(=O)c1ccccc1F	4	-2	3
76	CCN1CCN(CCCCSc2ccccc2)CC1	20	.	-1
77	COC(=O)c1c(NC(=O)C2CCCO2)c2cc(NC(C)CCO)cnc2n1CCc1ccccc1 (stereo not given)	-4	.	4
78	Cn1cnnc1SCC(=O)N1C[C@H]2CC[C@@H]1CN(C1CCOCC1)C2	-13	-6	.
79	Cc1ccc(NC(=O)CSc2nc3[nH]ncc3c(=O)[nH]2)cc1Cl	1	0	-16
80	COC(=O)c1cn(C(=O)COc2cc(C)ccc2C)c2ccccc12	-1	.	3
81	C=CCN(CC=C)C(=O)CSc1nnc(-c2ccc([N+](=O)[O-])cc2)n1-c1ccccc1	-3	-9	.
82	COCCNc1nc(Oc2cncc(Cl)c2)c2sccc2n1	-8	.	6
83	CC(C)c1cc(=O)[nH]c(-n2nc(-c3cccs3)cc2NC(=O)Cc2ccc(F)cc2)n1	1	.	3
84	Fc1cccc(Nc2cc3c(cn2)ncn3Cc2ccccc2)c1	-3	1	7
85	COCCN(CCOC)C(=O)CCCc1cn(S(=O)(=O)c2cccs2)c2ccccc12	-4	-1	-4
86	CCC(OC)C(=O)NCc1ccc2[nH]c(-c3ccccc3F)c(C)c2c1 (stereo not given)	-6	-13	.
87	Cc1cnc(NC(=O)CNC(=O)C(C)(C)C)s1	-4	.	6
88	O=C(NCC1CCCN(Cc2nc(-c3ccccc3)cs2)C1)c1cccs1 (stereo not given)	-13&-9	-12	8&15
89	CCCc1nc2cccc(C)n2c1Nc1c(C)cccc1C	-2	-3	15
90	O=C(Cn1c(CO)cnc1SCC(=O)N1CCc2ccccc21)NCc1ccccc1	-4	.	3
91	CCCc1nn(-c2ccccc2)c(CC)c1C(=O)NCCN(C)C	0	-2	12
92	COC(=O)C1=C(C)NC2=C(C(=O)CC(c3ccccc3)C2)C1c1ccc(OC)cc1 (stereo not given)	-3	-8	-3
93	O=C(CSc1ncnc2c1nnn2Cc1ccccc1F)NCCc1ccccc1	0	32	0
94	COCCCNc1ccc2c(-c3ccccc3F)noc2n1	-5	-4	4
95	CC(=O)OC1C(=O)C=CC2C(C)=CC(=O)OC21 (stereo not given)	13	.	-1
96	COc1ccc(C(=O)CSc2ccc3nnc(CCNC(=O)c4ccc(OC)cc4)n3n2)cc1	-3	-7	1
97	CCOC(=O)CC(=O)N1CCC(c2nc(-c3ccc(Cl)cc3F)no2)CC1	-10	-7	4
98	CC1CCN(C(=O)Cn2cc(SCC(=O)N3CCc4ccccc43)c3ccccc32)CC1	0	-2	-3
99	O=C1NC(O)C(Cl)=C1Cl (stereo not given)	4	.	-7

Bioassay records (PubChem BioAssay)
